Lipid storage S3: qHTS Assay for Lipid Storage Modulators in Drosophila S3 Cells. 320,000 tested, 0.64% active. Potency in µM for hits, for the others lipid storage change, negative = inhibition, % at the top dose, mostly 46.1 µM. Drosophila S3 cells, BODIPY lipid droplet fluorescence, 18-24 h; cells fed with added oleic acid; active = well fitted inhibition curve with a large enough effect in the signal ratio, with a control signal flat, not every such curve was filed as active; inconclusive = small, poorly fitted or top-dose-only effect, or effect the other way, or a change in a side signal; the % refers to the signal ratio
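Drosophila S3 cells got compounds at several concentrations plus oleic acid (400 uM solution). Laser-scanning cytometry with 488 nm excitation read lipid droplets at 500-530 nm and cells at 575-640 nm. Percent activity was relative to 20 uM Triacsin C.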
Lipid storage S3 cell count max: recorded beside Lipid storage S3, whose call it bears; cell number change, %; measured here: cell count max response;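 cells counted by Cell Tracker Red CMTPX staining in the red channel; peak over a dose series mostly up to 46.1 µM; percent activity relative to internal control wells on each plate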
* = called active by the depositor; i = inactive; ? = inconclusive; nt = not tested or not shown; [ ] = another dose, or the depositor's remark. % is set by controls: 0 for no effect and ±100 for the full control effect; potency is the fitted concentration of half-maximal effect. Only part of the results is shown. The share of hits here may be higher or lower than overall.

SMILES	Lipid storage S3	Lipid storage S3 cell count max
O=C(O)c1cccc(COc2ccc(CO)cc2Cl)c1	?	nt
COc1ccc(CNc2oc(COc3ccccc3Cl)nc2C#N)cc1	?	nt
Cc1ccccc1C(NC(N)=O)c1ccccc1 (configuration not stated)	i	-11
CNC(=S)NNC(=O)c1oc2nc(-c3ccccc3)cc(C)c2c1N	?	nt
CN1C(=O)/C(=C/c2ccccc2OCc2cccc(F)c2)N(C)C1=S	-1%	15
O=C(O)c1ccc(Cl)c(S(=O)(=O)Nc2ccccc2C(=O)Nc2ccc(Cl)cc2)c1	?	nt
Cc1cc(=O)oc2c(CN3CCC(C)CC3)c(O)c(Cl)cc12	?	nt
CCCCn1nnc(NC(=O)c2ccc(-c3cccc(Cl)c3)o2)n1	13%	19
CCOC(=O)CSc1nc(N)c(C#N)c(CC(C)C)c1C#N	?	nt
CCC(=O)OCc1c(C(F)(F)F)nn(C)c1Sc1ccc(Cl)cc1	1%	-13
Cc1ccsc1/C=C1\CCC(C2CCCC2)C1=O (configuration not stated)	3%	-15
COCCCn1c(=O)c2ccccc2n2c(=S)[nH]nc12	i	4

Arranged by molar mass (highest first): three of the compounds above.
SMILES	Lipid storage S3	Lipid storage S3 cell count max
CCCCn1nnc(NC(=O)c2ccc(-c3cccc(Cl)c3)o2)n1	13%	19
O=C(O)c1cccc(COc2ccc(CO)cc2Cl)c1	?	nt
Cc1ccccc1C(NC(N)=O)c1ccccc1 (configuration not stated)	i	-11

(further entries)
SMILES	Lipid storage S3	Lipid storage S3 cell count max
CCOc1cccc2sc(N(CCCN(C)C)C(=O)c3ccc(C(=O)c4ccccc4)cc3)nc12	?	nt
CCN(CCCNS(=O)(=O)c1ccc2c(c1)oc(=O)n2C)c1cccc(C)c1	i	nt
COC(=O)c1ccc(NC(=S)N2CCN(Cc3ccc(Cl)cc3)CC2)cc1	-1%	-1
OC(COc1ccccc1)CSc1ncn[nH]1 (configuration not stated)	?	nt
CCCCCCCC1CC(CSC(=N)N)OC1=O (configuration not stated)	i	nt
CCCCNC(=O)C(=O)c1ccccc1NC(C)=O	13%	7
COc1cccc(Nc2nn3c(=O)c4ccccc4nc3s2)c1	?	nt
CCCCN(Cc1nc2ccccc2c(=O)[nH]1)C(=O)COc1ccc(F)cc1Cl	?	nt
CCOc1ccccc1C(C(=O)NC1CCCCC1)N(C(=O)c1csnn1)C1CC1 (configuration not stated)	?	nt
O=[N+]([O-])c1cc(S(=O)(=O)N2CCCC2)ccc1NN=C1CCCCC1	i	nt
COCCn1nnnc1C(c1cccs1)N1CCN(c2cccc(C(F)(F)F)c2)CC1 (configuration not stated)	?	nt
CC1CCN(S(=O)(=O)c2ccc(NC(=O)C3CC(=O)N(c4ccccc4)C3)cc2)CC1 (configuration not stated)	?	nt
C/C(Cc1ccccc1)=N\NC(=O)CNC(=O)c1ccc(Br)cc1	?	nt
CN1/C(=C/c2cccc[n+]2C)Sc2ccccc21	?	nt
Cc1nc2ccccc2nc1OCC(=O)Nc1ccc2ccccc2c1	?	nt
COc1ccc(NC(=O)CSc2ccccn2)cc1OC	?	nt
O=C(NCC1CCCO1)c1ccc(CNS(=O)(=O)c2ccc(F)c(Cl)c2)cc1 (configuration not stated)	?	nt
COc1ccccc1CN1C(=O)CCC1(C)C(=O)NC1CCCCCC1 (configuration not stated)	i	nt
COC(=O)CC(NC(=O)c1ccco1)c1ccc(C(C)C)cc1 (configuration not stated)	?	nt
C[N+]1(CCNC(=O)/C=N/O)CCCCC1	?	nt
Cc1cccc(N2CCN(S(=O)(=O)c3cccs3)CC2)c1C	?	nt
COc1ccc(CCNC(=O)COc2ccc3c(c2)OCO3)cc1	?	nt
Cc1ccc(CNC(=O)CS(=O)Cc2nc(-c3ccccc3C)oc2C)cc1 (configuration not stated)	?	nt
C/C(=N\NC(=O)C1CC1)c1ccc(OC(F)F)cc1	?	nt
CCCN(Cc1nnc(-c2ccccc2Cl)o1)C(=O)c1cc([N+](=O)[O-])cc([N+](=O)[O-])c1	10%	11
CCCCC(CC(O)COCC(C)C)C(=O)NNC(=S)Nc1ccccc1 (configuration not stated)	0%	-1
c1ccc(-n2nnnc2Sc2n[nH]c(-c3ccncc3)n2)cc1	i	11
O=C(c1ccc(-c2nnc(Nc3cccc(Cl)c3)c3ccccc23)cc1)N1C[C@H]2C[C@H](C1)c1cccc(=O)n1C2	?	nt
Cc1[nH]c2ccccc2c1/C=N/Nc1nc(Nc2ccccc2)nc(N2CCOCC2)n1	?	nt
Cc1ccc(NC(=O)CN2CCC(NC(=O)Cc3ccccc3)CC2)cc1C	3%	17
Fc1ccc(-[n+]2nc(Nc3ccccc3)sc2-c2c3ccccc3cc3ccccc23)cc1	?	nt
CCn1ncc(Br)c1C(=O)Nc1ccc(F)cc1F	i	19
CCN(CC)CCNC(=O)c1ccc(NC(=O)c2cccc(-n3cnnn3)c2)cc1	12%	5
O=[N+]([O-])c1c(Nc2ccccn2)cc(Cl)c2nonc12	?	nt
COc1ccc(-n2nnnc2CNC(=O)C(=O)c2c[nH]c3ccccc23)cc1	9%[0.0737 µM]	nt
O=C(CCCC(=O)OCC(Cl)=C(Cl)Cl)Nc1cccc(F)c1	1%	9
CCOC(=O)C(NC(=O)C1C(C)N1S(=O)(=O)c1ccc(C)cc1)C(=O)OCC (configuration not stated)	?	nt
CS(=O)(=O)N1CCN(C(=O)COc2ccccc2)CC1	-14%	2
COc1ccccc1NC(=O)Nc1ccc(NC(=O)c2ccccc2O)cc1	-9%	3
CCc1ccc2[nH]c(=O)c(C(c3nnnn3CC3CCCO3)N3CCCc4ccccc43)cc2c1 (configuration not stated)	i	-25
NC(=S)NNC(=O)c1cccc(Cl)c1	24%	-4
Cc1ccc(NC(=O)c2ccccc2F)cc1S(=O)(=O)N1CCCCCC1	?	nt
CCCC1=NCCn2cccc21	-6%	2
Cc1ccc(C(=O)NCC(=O)OCC(=O)/C=C2\N(C)c3ccccc3C2(C)C)cc1C	5%	20
COc1cc(C(=O)NCCOc2ccccc2C)c(Br)c(OC)c1OC	?	nt
CC1(C)CC(=O)C2=C(C1)N(c1ccc(F)cc1)C(N)=C(C#N)C2c1cccs1 (configuration not stated)	-4%	1
Cc1ccc(NC(=O)CCS(=O)(=O)c2cc3[nH]c(=O)c(=O)[nH]c3cc2C)cc1	i	-5
Nc1nonc1-n1nnc(C(=O)N/N=C/c2ccc(OCc3ccccc3F)cc2)c1CNc1ccccc1	?	nt

Six of these compounds, reformatted:
mol | Lipid storage S3 | Lipid storage S3 cell count max
Cc1ccc(NC(=O)CCS(=O)(=O)c2cc3[nH]c(=O)c(=O)[nH]c3cc2C)cc1 | i | -5
CCc1ccc2[nH]c(=O)c(C(c3nnnn3CC3CCCO3)N3CCCc4ccccc43)cc2c1 (configuration not stated) | i | -25
CS(=O)(=O)N1CCN(C(=O)COc2ccccc2)CC1 | -14% | 2
COc1ccccc1NC(=O)Nc1ccc(NC(=O)c2ccccc2O)cc1 | -9% | 3
Cc1ccc(NC(=O)c2ccccc2F)cc1S(=O)(=O)N1CCCCCC1 | ? | nt
NC(=S)NNC(=O)c1cccc(Cl)c1 | 24% | -4

(next part)
SMILES	Lipid storage S3	Lipid storage S3 cell count max
Cc1ccc(NS(=O)(=O)c2ccc3oc(=O)ccc3c2)cc1Cl	?	nt
CCSc1nnc(NC(=O)c2nn(C(C)C)c(=O)c3ccccc23)s1	?	nt
CC(=O)c1ccc2c(c1)OCCOCCOCCOCCO2	?	nt
O=C(NCc1cccs1)C1CCC(CNS(=O)(=O)c2ccccc2)CC1 (configuration not stated)	?	nt
COc1ccc(-c2cn(-c3ccc(Br)cc3)c3[n+]2CCS3)cc1	?	nt
Cc1cccc(N(C(=O)CCC(=O)Nc2cc(C)on2)C(C(=O)NC2CCCC2)c2ccc(C)o2)c1 (configuration not stated)	?	nt
Cc1nc(C(=O)NNC(=O)c2cccc(Cl)c2)c(C(F)(F)F)o1	-2%	11
Cc1ccc(OCc2cc(C(=O)NCC(C)c3ccccc3)no2)cc1C (configuration not stated)	7%	15
Clc1ccc(-c2nnc(SCc3nc(-c4ccccc4)no3)o2)cc1	-8%[9.22 µM]	-12
Cc1cc(Cl)ccc1NC(=S)N1CCN(Cc2ccc3c(c2)OCO3)CC1	0%	-7
Cc1cc(N/N=C/c2ccccc2[N+](=O)[O-])nc(-n2nc(C)cc2C)n1	-7%	9
C/C(=N\n1c(C)cc(C)c(C#N)c1=O)c1cccs1	-15%	6

Reformatted as a markdown table: part of the list above.
| molecule | Lipid storage S3 | Lipid storage S3 cell count max |
| --- | --- | --- |
| CCOC(=O)C(NC(=O)C1C(C)N1S(=O)(=O)c1ccc(C)cc1)C(=O)OCC (configuration not stated) | ? | nt |
| Cc1cccc(N(C(=O)CCC(=O)Nc2cc(C)on2)C(C(=O)NC2CCCC2)c2ccc(C)o2)c1 (configuration not stated) | ? | nt |

Remaining list, next part:
SMILES	Lipid storage S3	Lipid storage S3 cell count max
O=c1[nH][nH]c(-c2ccccc2)c1C=Nc1ccc(C(F)(F)F)cc1	?	nt
O=C(O)/C=C/c1coc2ccccc2c1=O	?	nt
Cc1ccc(NS(=O)(=O)c2cccc(C(=O)OCC(=O)NCc3ccco3)c2)cc1	?	nt
CC(C)CC(NC(=O)c1ccc(Cl)cc1Cl)C(=O)O (configuration not stated)	i	18
O=C(CNC(=O)c1ccc2c(c1)S(=O)(=O)N=C1CCCCCN12)Nc1ccc(F)c(F)c1	-9%	-15
Cc1ccn2cc(-c3cccc(NC(=O)C(C)C)c3)nc2c1	-7%	7
COc1cc2c(cc1OC)C(C)N(C(=O)C1=NN(c3cccc(C)c3)C(=O)CC1)CC2 (configuration not stated)	?	nt
Cc1ccc(NC(=O)c2cc(S(=O)(=O)N(C)C)ccc2N2CCCC2)cc1F	i	-8
CN(C)c1ccc(C(=O)Nc2ccc(S(=O)(=O)NC3=NCCCCC3)cc2)cc1	13%	-20
CCCC(CCC)C(=O)Nc1cccc(-c2cn3c(n2)SCC3)c1	?	nt
CC(C)N1CC(COc2ccc(Cl)cc2Cl)OC1=O (configuration not stated)	?	nt
Cc1ccc(-c2nn(-c3ccccc3)cc2C2SCC(=O)N2Cc2ccccc2)o1 (configuration not stated)	?	nt
CCOCCCNC(=O)C(c1ccc(C)cc1)N(Cc1cccs1)C(=O)c1ccccc1O (configuration not stated)	-23%	-30
Cc1ccc2nc(NC(=O)CN3CCN(c4ccccn4)CC3)sc2c1	?	nt
S=C(NC1CCCCC1)N1CCOCCOCCN(C(=S)NC2CCCCC2)CCOCC1	?	nt
COc1ccc(S(=O)(=O)NCc2cccnc2)c2ccccc12	?	nt
Cc1ccc(S(=O)(=O)N(C)C)cc1NC(=O)C1CCCN(C(=O)c2ccc(Cl)cc2)C1 (configuration not stated)	?	nt
CCOC(=O)c1ccc(N2C(=O)CC(Sc3nc(O)c(CC)c(=O)[nH]3)C2=O)cc1 (configuration not stated)	?	nt
O=C(N=c1nc2ccccn2s1)c1ccccc1	5%	-20
CC(C)CCC(C(=O)O)C(C)CC(=O)Nc1ccn(-c2ccccc2)n1 (configuration not stated)	1%	-1
COc1ccc(/C=C(\NC(=O)c2ccccc2)C(=O)NC2CCS(=O)(=O)C2)cc1 (configuration not stated)	9%	16
c1ccc(-c2nnc(CN3CCCc4ccccc43)o2)cc1	i	-23
COC(=O)c1ccccc1NC(=S)N1CCOCC1	14%	9
CCOC(=O)c1cnc(Nc2nc3ccccc3o2)nc1CSC(=S)N1CCCCC1	?	nt
CCN1C(=O)c2cccc3c(S(=O)(=O)Nc4ccccc4O)ccc1c23	?	nt
Cc1cc(C)cc(OCC(=O)Nc2ccc(-n3cnnn3)cc2)c1	?	nt
CC(=O)c1ccc(S(=O)(=O)Nc2ccc(-c3ccc4nncn4n3)cc2)cc1	?	nt
CC1CN(C(=S)Nc2cccc(Cl)c2)CC(C)O1 (configuration not stated)	i	-7
COc1ccc(CNC(=O)[C@@H](NC(=O)C2CCN(S(=O)(=O)c3ccccc3)CC2)C(C)C)cc1	i	-17
COc1cc(OC)c(C(=O)Nc2ccncc2)cc1OC	i	nt
CC1CCCCC1NC(=O)COC(=O)c1ccc(N(C)C)cc1 (configuration not stated)	?	nt
C#CCOCCOCCOCCNc1nc(N2CCN(C(=O)[C@H](Cc3cc4ccccc4[nH]3)n3cc([C@@H](N)C(C)CC)nn3)CC2)nc(N2CCN(C(=O)[C@H](CCCCN)n3cc([C@@H](N)CO)nn3)CC2)n1 (some centres not stated)	0%	8
O=C1COc2ccccc2N1Cc1ccccc1Cl	12%	-8
CCOC(=O)c1nnc(-c2ccccc2)nc1Sc1c(Cl)cccc1Cl	?	nt
Cc1ccc(CNC(=O)CN(Cc2cccs2)C(=O)C2(C)CC(=O)N=C3C=CC=CN32)cc1 (configuration not stated)	?	nt
COc1ccc(O)c(C(=O)c2cnn(S(=O)(=O)c3ccc(C)cc3)c2)c1	?	nt
C=C1C(O)C[C@H]2C(=C)CCC3[C@H](OC(=O)[C@]3(O)CO)[C@@H]12 (some centres not stated)	?	nt
O=C(NCc1cc(C(F)(F)F)cc(C(F)(F)F)c1)C1CC(c2cccc([N+](=O)[O-])c2)=NO1 (configuration not stated)	?	nt
O=CN1CCN(C(=O)c2ccccc2Cl)CC1	16µM*	-3.9*
CCOC(=O)C1CCCc2c1[nH]c1c(C(=O)O)cccc21 (configuration not stated)	9%	8
Cn1nnnc1SCCNCc1cccc2ccccc12	7%	11
Clc1cccc(Nc2nc(-c3ccncc3)nc3ccccc23)c1	5%	10

From PubChem BioAssay
